C2C12 statin: suppression of simvastatin myotoxicity; rescue of ATP level, % at 7.49 µM; 330,000 tested, 0.78% active; AID 602340; C2C12 myotubes + simvastatin, ATP luminescence, 48 h; scaled: DMSO 0, geranylgeraniol control 100;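 active means mean ATP rescue above about 67%, or every replicate alone reaching that limit, limit read from the data, passing the limit was not always enough; inconclusive means no clear call, values can overlap the other calls; inactive means mean under the limit and some replicate under it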;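 further: myotubes were challenged with 10 µM simvastatin during compound exposure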
PglD inh: PglD (C. jejuni) enzyme inhibition; AID 602405; inhibition, % at 12.5 µM; purified PglD enzyme, DTNB colorimetric CoA detection; 360,000 tested, 0.098% active; in the data active means inhibition above about 16%, passing the limit was not always enough; inconclusive means no clear call, values can overlap the other calls; further: strong numbers were not always called active
S100A4 inh HTS: inhibitors of human S100A4 binding to myosin IIA peptide; P26447; S100A4/TAMRA-MyoIIA peptide fluorescence polarization; inhibition, % at 10.7 µM; 360,000 tested, 0.14% active; AID 652163;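 active means mean inhibition of at least 70% across replicates, with every replicate also reaching that level; inconclusive means mean inhibition reaches 70% but some replicates fall short; inactive means mean inhibition below 70%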
Target sequence (P26447 whole entry, looked up): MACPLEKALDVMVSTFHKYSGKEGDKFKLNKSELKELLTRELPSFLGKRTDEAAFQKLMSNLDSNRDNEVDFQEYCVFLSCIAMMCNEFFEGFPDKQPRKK
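assay system = human S100A4 monomer with TAMRA-labelled myosin IIA peptide | also added = labelled myosin peptide probe, 5 nM | incubation = 5 min between mix addition and reading | control set = DMSO and TFP controls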
DENV2 CPE rescue: inhibitors of DENV2 cytopathic effect | AID 651640 | DENV2-infected cells, cytopathic effect rescue, plate reader | 350,000 tested, 1.7% active | CPE inhibition, % at 9.99 µM; in the data active means CPE inhibition above about 20%, passing the limit was not always enough; inconclusive means no clear call, values can overlap the other calls; tested in BHK-21 cells;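 further: 0% = median of neutral control wells and 100% = median of positive control wells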
E-sel inducer: induces E-selectin expression in human endothelial cells; HUVEC E-selectin immunofluorescence imaging; normalized: neutral wells 0, TNF-alpha wells 100; activation, % at 7.58 µM; 260,000 tested, 0.37% active;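 active means mean E-selectin-positive cell signal at least 10% of the positive control, reached in at least 60% of replicates, without over 20% cell loss; inconclusive means no rule given, readout overlaps actives, possibly toxicity-flagged; inactive means the rest, including those meeting only one limit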;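 further: in these data hits start at about 27%; measured in HUVEC primary endothelial cells; signal is the percent of cells scored E-selectin positive by PE staining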
Target sequence (P16581 whole entry, looked up): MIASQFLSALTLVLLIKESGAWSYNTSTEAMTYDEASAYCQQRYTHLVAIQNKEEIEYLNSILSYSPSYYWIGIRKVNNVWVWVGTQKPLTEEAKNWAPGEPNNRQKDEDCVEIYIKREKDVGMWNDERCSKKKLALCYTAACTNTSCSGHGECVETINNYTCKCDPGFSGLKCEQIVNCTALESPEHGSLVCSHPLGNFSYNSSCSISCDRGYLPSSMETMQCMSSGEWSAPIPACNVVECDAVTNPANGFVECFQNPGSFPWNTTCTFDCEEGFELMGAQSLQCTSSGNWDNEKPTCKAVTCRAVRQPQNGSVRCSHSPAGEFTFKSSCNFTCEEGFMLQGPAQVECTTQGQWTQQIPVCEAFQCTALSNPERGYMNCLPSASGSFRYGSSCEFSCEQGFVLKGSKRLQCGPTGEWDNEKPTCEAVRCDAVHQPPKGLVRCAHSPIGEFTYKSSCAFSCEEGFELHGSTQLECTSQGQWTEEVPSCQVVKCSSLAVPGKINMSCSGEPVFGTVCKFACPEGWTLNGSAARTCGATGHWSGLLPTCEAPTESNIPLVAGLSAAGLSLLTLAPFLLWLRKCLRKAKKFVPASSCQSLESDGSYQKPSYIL
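Test system: HUVEC | Signal: Immunofluorescence imaging | Read-out: Percent E-selectin-positive cells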
SIRT5 block: blocks human SIRT5 desuccinylation of peptide; 330,000 tested, 1.1% active; Purified SirT5, succinyl-peptide AMC, trypsin-coupled fluorescence; inhibition, % at 15 µM; in the data active means inhibition above about 15%; inconclusive means no clear call, values can overlap the other calls
Target sequence (Q9NXA8 whole entry, looked up): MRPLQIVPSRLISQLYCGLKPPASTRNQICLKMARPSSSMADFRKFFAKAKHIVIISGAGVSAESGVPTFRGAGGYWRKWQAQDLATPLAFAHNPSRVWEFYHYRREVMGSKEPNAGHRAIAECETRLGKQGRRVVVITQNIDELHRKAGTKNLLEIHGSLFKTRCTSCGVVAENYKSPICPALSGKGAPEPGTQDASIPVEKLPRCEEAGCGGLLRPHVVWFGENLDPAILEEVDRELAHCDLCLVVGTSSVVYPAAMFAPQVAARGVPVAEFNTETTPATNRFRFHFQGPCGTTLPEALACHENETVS
ERp5 block: ERp5 (human) disulfide isomerase inhibition. 350,000 tested, 0.05% active. ERp5 insulin aggregation, absorbance 650 nm, 90 min. inhibition, % at 9.99 µM. AID 651711. Q15084;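 active means mean replicate inhibition above about 25%, with every replicate also reaching it, limit read from the data, passing the limit was not always enough; inconclusive means only one of those two criteria met; inactive means neither criterion met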
* hit, by the source's call; ? = inconclusive; / = no result given; & = joins results of further samples. This is a subset (hit frequency here may not be typical).

SMILES	C2C12 statin	PglD inh	S100A4 inh HTS	DENV2 CPE rescue	E-sel inducer	SIRT5 block	ERp5 block
CCOc1ccccc1C(=O)Nc1cc(C)ccc1NC(=O)c1ccco1	-6	0	3	3	0.3	-1	4
Cn1cc(CCNCc2cn[nH]c2-c2ccc(-c3ccccc3)cc2)cn1	-2	-9	0	0	/	1	2
Cc1ccc(NC(=O)CCNC(=O)c2ccco2)cc1Cl	1	5	-11	-8	0.1	/	-6
CC(C)C(NS(=O)(=O)c1ccccc1F)C(=O)N1CCc2ccccc2C1 (centres undefined)	-1	-4	-4	-5	0.4	10	-2
CC(=O)c1cccc(OCC(=O)Nc2cc(S(=O)(=O)N3CCOCC3)ccc2N2CCCC2)c1	/	/	-9	3	/	2	7
CC(C)C#Cc1cnc2c(c1)C(=O)N([C@@H](C)CO)C[C@@H](C)[C@H](CN(C)C(=O)c1ccccc1F)O2	-43	1	7	-7	0.1	5	32*
Cc1ccc(NC2CCCN(C(=O)C3CCCCC3)C2)cc1C (centres undefined)	/	2	-2	?	-0.3	0	-1
COc1ccc(S(=O)(=O)Nc2ccc3c(c2)C(=O)N([C@@H](C)CO)C[C@@H](C)[C@H](CN(C)C(=O)Cc2ccccc2)OCCCC[C@@H](C)O3)cc1	/	0	-4	3	-0.2	7	1
CCOCCCNC(=S)N1CCN(CC)CC1	/	/	3	/	/	9	6
Cc1ccc(S(=O)(=O)N[C@H]2CC[C@H](CC(=O)NC3CCCCC3)O[C@H]2CO)cc1	0	0	-26	0	-0.1	-6	-4
Cc1ccc(Nc2nc(C(=O)N3CCC(C(=O)NCc4ccccc4)CC3)cs2)cc1	-21	0	5	9	/	-4	-1
CCOC(=O)C1=C(COC(=O)c2cccc(Br)c2)NC(=O)NC1C (centres undefined)	1	0	-3	-2	0.6	-2	-7
Clc1ccc(N2CCN(/N=C/c3ccncc3)CC2)cc1	-9	-9	-6	0	2.6	-5	-1
CCOC(=O)C1(Cc2cccc(OC)c2)CCN(Cc2cccc3c2OCO3)CC1	-8	3	-6	4	14	2	-6
O=C(CCc1ccccn1)N1CCCC(CNS(=O)(=O)c2cccs2)C1 (centres undefined)	/	/	1	5	2.7	1	-2
Cc1cc(C)c(NC(=O)CN(C)CC(=O)N(C)CC(=O)Nc2c(Cl)cccc2Cl)c(C)c1	-2	2	1	?	/	-3	6
CN1c2ccc(-c3ccccc3)cc2[C@H]2[C@H](CCN2C(=O)Cc2cccnc2)[C@@H]1CO	21	-2	2	-9	1.2	-1	-2
CCOC(=O)C(CC)Sc1nc2c(cnn2-c2ccc(F)cc2)c(=O)[nH]1 (centres undefined)	4	1	0	5	/	-5	5
Cc1ccc(S(=O)(=O)c2cc3c(=O)n4ccccc4nc3n(CC3CCCO3)c2=N)cc1C (centres undefined)	5	8	3	4	16	-4	1
COc1cccc([C@@H]2CC=C(C(=O)O)[C@H](c3ccc(C)cc3)N2S(=O)(=O)c2ccc(C)cc2)c1	-2	-6	2	-5	/	1	4

A different layout for 3 compounds above.
| Structure | C2C12 statin | PglD inh | S100A4 inh HTS | DENV2 CPE rescue | E-sel inducer | SIRT5 block | ERp5 block |
| --- | --- | --- | --- | --- | --- | --- | --- |
| Cc1ccc(NC2CCCN(C(=O)C3CCCCC3)C2)cc1C (centres undefined) | / | 2 | -2 | ? | -0.3 | 0 | -1 |
| Cc1ccc(NC(=O)CCNC(=O)c2ccco2)cc1Cl | 1 | 5 | -11 | -8 | 0.1 | / | -6 |
| Cc1cc(C)c(NC(=O)CN(C)CC(=O)N(C)CC(=O)Nc2c(Cl)cccc2Cl)c(C)c1 | -2 | 2 | 1 | ? | / | -3 | 6 |

The listing picks up with the three entries that preceded the break.
SMILES	C2C12 statin	PglD inh	S100A4 inh HTS	DENV2 CPE rescue	E-sel inducer	SIRT5 block	ERp5 block
CCOC(=O)C(CC)Sc1nc2c(cnn2-c2ccc(F)cc2)c(=O)[nH]1 (centres undefined)	4	1	0	5	/	-5	5
Cc1ccc(S(=O)(=O)c2cc3c(=O)n4ccccc4nc3n(CC3CCCO3)c2=N)cc1C (centres undefined)	5	8	3	4	16	-4	1
COc1cccc([C@@H]2CC=C(C(=O)O)[C@H](c3ccc(C)cc3)N2S(=O)(=O)c2ccc(C)cc2)c1	-2	-6	2	-5	/	1	4
O=C(Cc1cccs1)N1CCN(S(=O)(=O)c2ccc(F)cc2)CC1	/	/	-7	-3	/	/	-5
COc1ccc(CN(C)C[C@H]2Oc3ccc(NC(=O)Cn4cnnn4)cc3CC(=O)N([C@@H](C)CO)C[C@@H]2C)cc1	-17	1	7	8	52*	-2	-1
CCOc1ccc(N2CC(O)(c3cccs3)[N+]3=C2CCCC3)cc1 (centres undefined)	-7	-2	11	-5	/	-3	4
CCOC(=O)C(NC(=O)CC)(Nc1sc2c(c1C(=O)OC)CCN(C)C2)C(F)(F)F (centres undefined)	-3	0	/	/	-0.2	/	/
Nc1nonc1-n1nnc(C(=O)N/N=C/c2ccc(OCc3ccccc3)cc2)c1COc1ccc(F)cc1	-13	3	1	0	-0.5	-4	3
N#C[C@H]1[C@H](c2ccc(-c3cccnc3)cc2)[C@@H](CO)N1C(=O)C1CCOCC1	-9	-4	2	?	0.6	-4	2
COc1ccc2[nH]c3c(c2c1)CCN1C(=O)C(CC(=O)NCCC2=CCCCC2)C[C@H](C(=O)N2CCCCC2)[C@@]31C (some centres undefined)	-3	-4	11	-13	-1.5	3	2
CNC[C@H]1Oc2c(NS(=O)(=O)c3ccc(F)cc3)cccc2C(=O)N([C@H](C)CO)C[C@@H]1C	-23&-8	-5	-1	-2	-0.1	/	-3
COc1cccc(NC(=S)N(Cc2ccco2)C(C)c2ccco2)c1 (centres undefined)	/	/	0	0	/	-3	7
CC(Oc1ccc(Br)cc1)C(=O)NNC(=O)CCN1CCN(c2ccccc2)CC1 (centres undefined)	3	0	-1	-8	-0.2	-1	-10
NC(=O)c1ccc(NC(=O)COC(=O)CC(NC(=O)c2ccccc2Cl)c2ccccc2)cc1 (centres undefined)	/	/	-5	-3	-0.2	-3	-4
CCCC(=O)Nc1ccc2c(c1)C(=O)N(C)C[C@@H](OC)[C@H](C)CN(C(=O)c1ccccn1)[C@@H](C)CO2	-8	1	7	11	0.2	1	-2
COc1ccccc1OCC(=O)NNc1c2ccccc2nc2ccccc12	/	/	1	-26	0.6	-2	-3
CC(OC(=O)CN1C(=O)c2ccccc2C1=O)C(=O)N(C)c1ccccc1 (centres undefined)	/	/	-1	-1	-0.1	1	3
N#C[C@H]1[C@@H](c2ccc(C3=CCCC3)cc2)[C@H](CO)N1C(=O)C1CCC1	-65	0	-17	-1	-0.6	-5	1
COC(=O)C1=C(C)NC(=O)NC1c1ccco1 (centres undefined)	11	/	-2	1	/	-1	-4
CC(=O)N[C@@H]1CC[C@H](CC(=O)NCC2CCCCC2)O[C@H]1CO	9	-1	10	1	-0.6	2	-5
O=C(CCN1C(=O)c2ccccc2S1(=O)=O)Nc1cccc(F)c1	-5	-6	0	-1	-0.1	-3	6
CC1CC(=O)Nc2ccccc2N1 (centres undefined)	-3	5	-5	0	0.7	12	4
Cc1c([N+](=O)[O-])cc(N2C(=O)C=CC2=O)cc1[N+](=O)[O-]	3	-7	-5	/	/	-4	2
CCCCCC(=O)N1CCN(CCN=CC2=C(O)CC(c3ccc(OC)cc3)CC2=O)CC1 (centres undefined)	-7&2	0&-2	2	4	0.0	-1	-10
CC(=O)C1=C(C)N(Cc2ccccc2)C(=O)N[C@H]1c1ccco1	20	-1	-5	?	-0.1	/	-2
CCCn1c(=O)[nH]c(=O)c2c1nc(-c1ccc(OC)c(Br)c1)n2CCOC	/	/	12	-2	/	-2	3
COc1ccc(NC(=O)N2CC(=O)N3[C@@H](CO)[C@@H](c4ccc(C#CCC5CCCC5)cc4)[C@@H]3C2)cc1	/	/	-6	6	0.1	1	-3
COc1cc(OC)c(CN2CCC(CO)(CCOc3ccccc3)CC2)c(OC)c1	/	/	4	/	-0.2	-1	4
Cc1ccc(N2C(=O)C(NC(=O)c3c(F)cccc3F)(C(F)(F)F)C3=C2CC(C)(C)CC3=O)cc1 (centres undefined)	-4	3	/	/	-0.3	/	/
C[C@@H]1CCCCO[C@H](CN(C)CC2CCCCC2)[C@@H](C)CN([C@H](C)CO)C(=O)c2cc(NC(=O)CCC(F)(F)F)ccc2O1	/	1	/	52*	-0.6	/	/
C/C=C/c1ccc([C@@H]2[C@H](CO)N(CC3CCCC3)C23CN(C(=O)COC)C3)cc1	/	/	7	8	-0.3	12	1
COc1ccccc1C(=O)NCC(=O)OCC(=O)Nc1ccc2[nH]c(=O)[nH]c2c1	/	/	-13	-4	/	-2	8
Cc1ccc(C(=O)Nc2cccc(S(=O)(=O)N3CCCC3)c2)o1	12	-4	-7	0	-0.6	-11	2
CC1(C)NC(=O)N(CCC(=O)Nc2ccc(C(C)(C)C)cc2)C1=O	-3	-1	-8	-4	/	-4	-6
O=C(Cc1cccs1)N1CCN(S(=O)(=O)c2ccc(Cl)c(C(F)(F)F)c2)CC1	6	1	0	18	/	0	-1
CCc1nnc(NC(=O)CSc2nnc(CNC(=O)c3ccc(OC)c(OC)c3)o2)s1	/	/	-4	3	4.1	-3	-2
Cc1ccc(NC2CCCN(C(=O)c3ccnc(Cl)c3)C2)cc1C (centres undefined)	-31	-4	-5	?	/	-2	0
CN1C(=O)c2cc(NS(C)(=O)=O)ccc2OC[C@@H]2O[C@H](CC(=O)NC3CCCCC3)CC[C@H]21	9	-1	3	1	0.1	9	1
CC1(C)CN(c2ccc(Br)cc2)C(=O)[C@H]1CC(=O)Nc1ccccc1	1	-1	4	-12	0.0	-2	3
CCN(CC)CCNC(=O)/C(=C/c1cn(C)c2ccccc12)NC(=O)c1ccc(OC)c(OC)c1	/	/	-1	1	0.2	2	3
CCCN(C)C[C@@H]1Oc2ncc(C#CCOC)cc2C(=O)N([C@H](C)CO)C[C@@H]1C	6	1	-6	0	0.0	1	-6
Cc1nn(Cc2ccc(C(=O)O)o2)c(C)c1[N+](=O)[O-]	/	/	-1	/	/	-3	-2
COCCn1c(=O)[nH]c2cc(C(=O)Nc3nnc(C)s3)ccc21	10	-4	-1	8	0.1	1	-1
O=S(=O)(Nc1cc(S(=O)(=O)N2CCOCC2)ccc1N1CCCC1)c1cccs1	6	-2	-1	-5	/	4	4
C[C@H]1CN([C@@H](C)CO)C(=O)Cc2cc(NC(=O)Cn3cnnn3)ccc2O[C@@H]1CN(C)S(=O)(=O)c1ccc(Cl)cc1	15	1	1	7	-0.1	-7	-6
CCC1(CC)NC(=O)N(CC(=O)OCc2nc3cc(C(=O)OC)ccc3c(=O)[nH]2)C1=O	30	-2	3	2	/	-2	12
C/C(=N\NS(=O)(=O)c1ccc([N+](=O)[O-])cc1)c1ccc(NC(=O)c2ccco2)cc1	-1	-6	8	2	-0.2	-1	-1
COc1ccc(Nc2nnc(Cc3ccccc3)c(=O)[nH]2)c(OC)c1	15	2	/	/	0.6	/	/
Cc1cc(C(=O)Nc2cccc3c2O[C@H](CN(C)C(=O)NC2CCCCC2)[C@@H](C)CN([C@@H](C)CO)C3=O)n(C)n1	6	0	46	1	?	-3	-5
CNC[C@@H]1Oc2ccc(NC(=O)Nc3ccc(OC)cc3)cc2C(=O)N([C@@H](C)CO)C[C@@H]1C	17	-2	5	11	-0.4	/	-3
CN(C)CCC(=O)c1cccc(Br)c1	0	/	26	/	/	-5	3
O=C(/C=C/c1ccc([N+](=O)[O-])cc1)N(c1ccccn1)C1CCCCC1	/	/	-2	-4	-1.2	1	0
Cc1noc(C)c1S(=O)(=O)Nc1ccc2c(c1)C(=O)N([C@H](C)CO)C[C@H](C)[C@@H](CN(C)C(=O)Nc1ccccc1)OCCCC[C@H](C)O2	/	13	?	-9	-0.1	-4	1
Cc1ccc(N2CC(C(=O)Nc3nnc(SCc4cccnc4)s3)CC2=O)cc1 (centres undefined)	0	-4	1	4	-0.4	0	1

High-throughput results: PubChem BioAssay, Broad Institute
